From PubChem
mcGAS inh: mouse cGAS inhibition by luminescence | AID 1259399 | 160,000 tested, 0.15% active | recombinant cGAS, Kinase-Glo ATP depletion luminescence | inhibition, % at 12.5 µM | Q8C6L5;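 note: 0% = negative control wells and 100% = reference inhibitor with no enzyme activity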
NPYLR7 ag: activates Aedes aegypti NPYLR7 receptor. HEK293T NPYLR7/Galpha15, GCaMP6s calcium fluorescence. activation, % at 10 µM. 270,000 tested, 0.15% active. AID 1259423; in the data active = activation above about 40%;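 note: 0% = vehicle and 100% = reference agonist at the receptor; some compounds past the cut are filed as inactive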
hcGAS lum: inhibitors of human cGAS; Q8N884; recombinant h-cGAS, ATP depletion, Kinase-Glo luminescence; inhibition, % at 12.5 µM; 290,000 tested, 0.081% active; AID 1259398;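 note: 0% = vehicle reaction and 100% = reaction without DNA for no activity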
Target sequence (Q8N884 whole entry, looked up): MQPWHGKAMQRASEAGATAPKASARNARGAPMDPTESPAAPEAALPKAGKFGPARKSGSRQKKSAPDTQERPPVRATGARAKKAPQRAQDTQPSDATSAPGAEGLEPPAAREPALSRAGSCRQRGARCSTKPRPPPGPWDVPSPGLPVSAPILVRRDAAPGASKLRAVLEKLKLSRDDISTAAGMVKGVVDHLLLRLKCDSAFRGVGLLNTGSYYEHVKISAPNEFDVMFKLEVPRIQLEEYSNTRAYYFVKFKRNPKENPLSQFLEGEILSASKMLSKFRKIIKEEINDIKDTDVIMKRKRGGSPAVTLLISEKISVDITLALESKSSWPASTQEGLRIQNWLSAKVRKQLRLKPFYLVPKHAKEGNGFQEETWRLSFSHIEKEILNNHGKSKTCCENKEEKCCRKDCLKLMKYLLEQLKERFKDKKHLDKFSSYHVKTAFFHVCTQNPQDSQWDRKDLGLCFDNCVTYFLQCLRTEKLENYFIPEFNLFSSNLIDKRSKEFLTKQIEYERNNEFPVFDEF
* hit, by the source's call; & = joins results of further samples. Cut-off read from the data, not from the text of the source, unless noted: active = inhibition above about 40%; inactive = the rest.

`CC(C)(C)c1cc2nc(-c3ccc(F)cc3)cc(C(=O)N3CCC(n4c(=O)[nH]c5ccccc54)CC3)n2n1` gave mcGAS inh -8, NPYLR7 ag 6 and hcGAS lum -2.
CCc1ccc2oc(=O)cc(CN3CCC(Oc4cccnc4)CC3)c2c1 was read as NPYLR7 ag 1 and hcGAS lum 0.
`COc1ccc(NC(=O)c2cn3c(nc(=O)c4ccccc43)s2)cc1` gave NPYLR7 ag 0 and hcGAS lum -6.
For COc1ccc(CNC(=O)CCc2ccc(-c3ccc(C)cc3C)n2-c2ccc(CC#N)cc2)cc1 the results were mcGAS inh -8, NPYLR7 ag 1 and hcGAS lum -6.
For Cc1cn(CC(=O)NCCN2CCCCCC2=O)c2ccccc12 the results were NPYLR7 ag 1 and hcGAS lum -7.
COc1ccc(N2C(=O)NC3CC2(C)Oc2ccc(Cl)cc23)c(OC)c1 (stereo not drawn) was read as mcGAS inh -6, NPYLR7 ag -8 and hcGAS lum -6.
For Fc1cccc(CN2CCN(Cc3cnc(C4CCCCC4)nc3)CC2)c1 the results were NPYLR7 ag 9 and hcGAS lum -5.
For CCOC(=O)c1cn[nH]c1S(=O)(=O)N1CCOCC1 the results were mcGAS inh 0, NPYLR7 ag 1 and hcGAS lum -2.
COc1ccc(-c2cc(C(F)(F)F)c3nc(OC(C)C(C)=O)oc3n2)cc1OC (stereo not drawn) was read as NPYLR7 ag -7 and hcGAS lum -4.
`CCn1cc(C(CC(=O)NCCCN2CCOCC2)c2ccc3c(c2)OCO3)c2ccccc21` (stereo not drawn) gave mcGAS inh -5, NPYLR7 ag 5 and hcGAS lum -1.
`C=CCN(CC=C)c1cc(Oc2ccc(F)cc2Cl)ncn1` gave mcGAS inh -4, NPYLR7 ag 4 and hcGAS lum -10.
Screening Cc1cc(C(=O)COC(=O)c2cccn2C)c(C)n1C(C)C returned mcGAS inh -5, NPYLR7 ag 2 and hcGAS lum -7.
For CNC(=O)C1SC(=NCc2ccccc2)N(C)N=C1C (stereo not drawn) the results were NPYLR7 ag -24 and hcGAS lum 4.
`CCOc1ccc(C2NC(=O)N(C)C3=C2C(=O)N(CCOC)C3)cc1` (stereo not drawn) gave mcGAS inh -7, NPYLR7 ag -4 and hcGAS lum -7.
For Cc1ccc(C(N)=O)c(N2CC[C@@H](c3ccc4c(c3)OCO4)[C@H](O)C2)n1 the results were NPYLR7 ag 2 and hcGAS lum -1.
`CN(C)CC(C)(C)C1OCC2(CO1)COC(C(C)(C)CN(C)C)OC2` (stereo not drawn) gave mcGAS inh -6, NPYLR7 ag 3 and hcGAS lum -5.
CCC(CC)c1nnc(NC(=O)CN(C)S(=O)(=O)c2ccc(Cl)cc2)s1 was read as NPYLR7 ag -1 and hcGAS lum -9.
CN1CCC(=NNc2ncnc3sc4c(c23)CCCC4)CC1 was read as NPYLR7 ag -1 and hcGAS lum -7.
For CCN1CCN(C(c2ccc([N+](=O)[O-])cc2)C2Sc3nc(-c4ccco4)nn3C2=O)CC1 (stereo not drawn) the results were mcGAS inh -7, NPYLR7 ag 0 and hcGAS lum -7.
CC(NC(=O)CSCc1nc2sc3c(c2c(=O)[nH]1)CCC3)c1cccc(S(N)(=O)=O)c1 (stereo not drawn) was read as NPYLR7 ag 4 and hcGAS lum -3.
CCc1c(C)sc2ncnc(N3CC(c4ccccn4)C3)c12 was read as mcGAS inh -3 and hcGAS lum -1.
`CC(C)Cc1nc(N2CCCN(C(=O)c3cccs3)CC2)c2c(-c3cccc(Oc4ccccc4)c3)noc2n1` gave mcGAS inh -7, NPYLR7 ag 18 and hcGAS lum -5.
For Cn1ncc2c(N3CCCCC3)nc(N3CCN(c4ccccc4)CC3)nc21 the results were mcGAS inh -9, NPYLR7 ag 1 and hcGAS lum -6.
`COc1ccccc1NC(=O)c1nnn(Cc2nc(-c3ccc(OC(C)C)cc3)oc2C)c1C` gave mcGAS inh -11, NPYLR7 ag 8 and hcGAS lum -6.
`CCc1nc2ccc(C(=O)NCCc3ccccn3)cn2c1N(C)Cc1cccs1` gave mcGAS inh -2, NPYLR7 ag 6 and hcGAS lum -6.
`COc1ccc(-c2cc(NC(=O)CCCOc3ccccc3)n(-c3ccc(C)cc3)n2)cc1` gave mcGAS inh -5, NPYLR7 ag 9 and hcGAS lum 1.
Screening CCNC(=O)OCCOC12CC3CC(CC(C3)C1)C2 returned mcGAS inh 1 and hcGAS lum 7.
`O=C(NCc1ccco1)N1CC2OCCN(Cc3ccccc3)C2C1` (stereo not drawn) gave NPYLR7 ag -24 and hcGAS lum -7.
Screening Cc1nn(CCC(=O)N(C)Cc2ccc3ncccc3c2)c(C)c1C returned NPYLR7 ag -7 and hcGAS lum 3.
CCOC(=O)C1=C(C)NC(=O)NC1c1ccc(C(=O)OC)cc1 (stereo not drawn) was read as mcGAS inh -1, NPYLR7 ag -6 and hcGAS lum 2.

Nothing new here: an excerpt of the list.
For Cn1ncc2c(N3CCCCC3)nc(N3CCN(c4ccccc4)CC3)nc21 the results were mcGAS inh -9, NPYLR7 ag 1 and hcGAS lum -6.
`COc1ccccc1NC(=O)c1nnn(Cc2nc(-c3ccc(OC(C)C)cc3)oc2C)c1C` gave mcGAS inh -11, NPYLR7 ag 8 and hcGAS lum -6.
`CCc1nc2ccc(C(=O)NCCc3ccccn3)cn2c1N(C)Cc1cccs1` gave mcGAS inh -2, NPYLR7 ag 6 and hcGAS lum -6.
`COc1ccc(-c2cc(NC(=O)CCCOc3ccccc3)n(-c3ccc(C)cc3)n2)cc1` gave mcGAS inh -5, NPYLR7 ag 9 and hcGAS lum 1.
Screening CCNC(=O)OCCOC12CC3CC(CC(C3)C1)C2 returned mcGAS inh 1 and hcGAS lum 7.

(further entries)
Screening O=C1CCCN1C1CCN(Cc2cnc(C3CCCCC3)nc2)CC1 returned mcGAS inh -10, NPYLR7 ag 0 and hcGAS lum -5.
NC(=O)[C@@H]1CCCN1Cc1cn[nH]c1-c1ccc(F)cc1 was read as NPYLR7 ag 13 and hcGAS lum -6.
For CCOC(=NC1CCCCC1)NC(=O)c1ccc(F)cc1 the results were mcGAS inh 1, NPYLR7 ag -3 and hcGAS lum 1.
`O=C1NC2(CCN(S(=O)(=O)/C=C/c3ccccc3)CC2)Nc2ccc(Br)cc21` gave mcGAS inh -4, NPYLR7 ag 1 and hcGAS lum -2.
Screening C=CCn1c(SCc2ccc(C(=O)Nc3ccc(C(C)C)cc3)cc2)nnc1-c1ccco1 returned mcGAS inh -10, NPYLR7 ag 15 and hcGAS lum -5.
CC(NC(=O)c1ccc(=O)[nH]c1)c1ccco1 (stereo not drawn) was read as NPYLR7 ag -2 and hcGAS lum -6.
For O=c1oc2ccccc2cc1-c1nnc(-c2ccc([N+](=O)[O-])cc2)o1 the results were mcGAS inh -5, NPYLR7 ag -3 and hcGAS lum 4.
Screening COc1ccc(OC)c(C2SCC(=O)N(CC(=O)NCc3cccnc3)c3c2c(C(C)(C)C)nn3-c2ccccc2Cl)c1 (stereo not drawn) returned mcGAS inh 0, NPYLR7 ag -5 and hcGAS lum 1.
Screening COc1ccc(C)c2sc(N(CCCN(C)C)C(=O)c3cccc(S(C)(=O)=O)c3)nc12 returned mcGAS inh -8, NPYLR7 ag 0 and hcGAS lum 2.
COc1ccc(CNC(=O)c2sc3nc4c(cc3c2N)CN(C)CC4)cc1 was read as NPYLR7 ag 11 and hcGAS lum 4.
For CC(C)Cc1ncc2c(n1)CN(C(=O)Cn1cncn1)C2 the results were NPYLR7 ag 8 and hcGAS lum -9.
`O=C(O)c1ccc(Cl)c(S(=O)(=O)Nc2cccc(N3CCOCC3)c2)c1` gave mcGAS inh -17, NPYLR7 ag 1 and hcGAS lum -4.
Screening COCCN(Cc1ccc(OS(=O)(=O)c2cccc(C(F)(F)F)c2)cc1)C(=O)Nc1ccc(OC)cc1 returned mcGAS inh -5 and hcGAS lum -11.
CC(C)NC(=O)c1ccc2c(=O)n(Cc3ccccc3)c3nn(Cc4ccccc4)c(=O)n3c2c1 was read as mcGAS inh -9, NPYLR7 ag 3 and hcGAS lum -8.
For COC(=O)C1N(c2ccccc2)N=C(c2ccccc2)C1(C)C (stereo not drawn) the results were NPYLR7 ag 5 and hcGAS lum 3.
`CCN1CCN(c2nc3c(c(=O)[nH]c(=O)n3C)n2Cc2ccc(F)cc2)CC1` gave NPYLR7 ag -5 and hcGAS lum -3.
`CCn1nc(C)c(CNCc2csc(Br)c2)c1C` gave mcGAS inh -1, NPYLR7 ag 1 and hcGAS lum -5.
O=C(Cc1cc2c(cc1Cl)OCCO2)N1CCC2(CCCO2)CC1 was read as mcGAS inh -12, NPYLR7 ag 8 and hcGAS lum -4.
Cn1cc(NC(=O)CN2CCc3onc(-c4cccc(F)c4)c3C2)cn1 was read as mcGAS inh -13, NPYLR7 ag 7 and hcGAS lum -1.
`Cc1nc(SCc2cccc([N+](=O)[O-])c2)c2c(=O)n(C)c(=O)n(C)c2n1` gave NPYLR7 ag 9 and hcGAS lum -1.
Screening CCC(C)NC(=O)c1cc(NC(=O)Nc2ccccc2OC)ccc1N1CCc2ccccc2C1 (stereo not drawn) returned mcGAS inh -5, NPYLR7 ag -3 and hcGAS lum 0.
Screening O=C(NC1CCCC1)c1nn(Cc2ccccc2)c(=O)c2ccccc12 returned NPYLR7 ag 2 and hcGAS lum -11.
`CC(=O)Nc1ccc(CN2C(=O)C(CCc3ccccc3)ON=C2c2cnccn2)cc1` (stereo not drawn) gave NPYLR7 ag 7 and hcGAS lum -9.
Screening O=C1NC(=O)N(c2ccc(Br)cc2)C(=O)/C1=C/c1ccco1 returned mcGAS inh 14, NPYLR7 ag 7 and hcGAS lum -1.
`NS(=O)(=O)c1ccc(OCCOc2cc(Cl)ccc2Cl)cc1` gave NPYLR7 ag 10 and hcGAS lum -7.
CCCCCCCCC(=O)NCc1cc(OC)c(O)cc1I was read as NPYLR7 ag -13 and hcGAS lum 2.
Screening C=CCN=C1CC(C)(C)CC(=O)C1=C(O)CCC(=O)OC returned mcGAS inh -2, NPYLR7 ag 13 and hcGAS lum -6.
Screening CC(C)c1cc(N(C)C)nc(SCc2cccc(C(=O)NCC3CC3)c2)n1 returned mcGAS inh 2, NPYLR7 ag -7 and hcGAS lum 1.
`CC(CCN1CCOCC1)n1cnc(-c2ccccc2)c1-c1ccsc1` (stereo not drawn) gave NPYLR7 ag -2 and hcGAS lum -6.
For CCC(NS(=O)(=O)C1=Cc2ccc(OC(F)F)cc2CC1)c1noc(C)n1 (stereo not drawn) the results were NPYLR7 ag 0 and hcGAS lum -5.

Of the compounds above, these contain a tert-butyl group.
`CC(C)(C)c1cc2nc(-c3ccc(F)cc3)cc(C(=O)N3CCC(n4c(=O)[nH]c5ccccc54)CC3)n2n1` gave mcGAS inh -8, NPYLR7 ag 6 and hcGAS lum -2.
Screening COc1ccc(OC)c(C2SCC(=O)N(CC(=O)NCc3cccnc3)c3c2c(C(C)(C)C)nn3-c2ccccc2Cl)c1 (stereo not drawn) returned mcGAS inh 0, NPYLR7 ag -5 and hcGAS lum 1.

The main list resumes, repeating the 5 entries before the break.
CCCCCCCCC(=O)NCc1cc(OC)c(O)cc1I was read as NPYLR7 ag -13 and hcGAS lum 2.
Screening C=CCN=C1CC(C)(C)CC(=O)C1=C(O)CCC(=O)OC returned mcGAS inh -2, NPYLR7 ag 13 and hcGAS lum -6.
Screening CC(C)c1cc(N(C)C)nc(SCc2cccc(C(=O)NCC3CC3)c2)n1 returned mcGAS inh 2, NPYLR7 ag -7 and hcGAS lum 1.
`CC(CCN1CCOCC1)n1cnc(-c2ccccc2)c1-c1ccsc1` (stereo not drawn) gave NPYLR7 ag -2 and hcGAS lum -6.
For CCC(NS(=O)(=O)C1=Cc2ccc(OC(F)F)cc2CC1)c1noc(C)n1 (stereo not drawn) the results were NPYLR7 ag 0 and hcGAS lum -5.
CCN(CCc1nc2ccc(C)cc2[nH]1)C(=O)c1ccc2ncccc2c1 was read as NPYLR7 ag 9 and hcGAS lum -7.
Screening COc1cc(OC)cc(C(=O)NNS(=O)(=O)c2cccc([N+](=O)[O-])c2)c1 returned NPYLR7 ag 16 and hcGAS lum -4.
Screening COc1ccc(C(=O)N2C(C(=O)NC(C)c3ccccc3)COC23CCN(C(=O)Cc2cccs2)CC3)cc1 (stereo not drawn) returned mcGAS inh 1, NPYLR7 ag 1 and hcGAS lum 0.
Screening O=C(c1ncn[nH]1)N1CCN(Cc2cn[nH]c2-c2ccc(-c3ccccc3)cc2)CC1 returned NPYLR7 ag 5 and hcGAS lum -12.
For CSCCn1c(=NC(=O)c2ccc(Cl)s2)sc2cc(S(C)(=O)=O)ccc21 the results were NPYLR7 ag 9 and hcGAS lum -11.
For CC(=O)c1cccc(S(=O)(=O)N2CCN(C(=O)Cc3c(C)noc3C)CC2)c1 the results were NPYLR7 ag 2 and hcGAS lum -8.
Screening CC(C)(NCc1cc(C#N)ccc1F)c1ccc2c(c1)OCCO2 returned mcGAS inh 6, NPYLR7 ag -27&-2 and hcGAS lum 0&9.
For COc1ccc(-c2[nH]ncc2C2Nc3ccccc3C(=O)N2CC2COC(C)(C)O2)cc1 (stereo not drawn) the results were mcGAS inh -5, NPYLR7 ag 0 and hcGAS lum -2.
For COc1ccccc1CCNC(=O)C(C)(C)Oc1ccc(Cl)cc1 the results were mcGAS inh -9, NPYLR7 ag -6 and hcGAS lum -9.
COC(=O)C1(NC(=O)c2cccc(S(=O)(=O)N3CCCCC3)c2)CCCCC1 was read as mcGAS inh -9, NPYLR7 ag 5 and hcGAS lum -2.
Cc1cccc2c1ncn1c(=O)n(CC(=O)Nc3ccc(Cl)cc3F)nc21 was read as mcGAS inh -4, NPYLR7 ag 8 and hcGAS lum -3.
